Screens deposited in PubChem by several laboratories.
HIF-2a block: blocks HIF-2a reporter activity; 0.72% of 360,000 active; AID 624352; 786-0 RCC cells HIF-2a reporter, luciferase luminescence, overnight; inhibition, % at 18.8 µM;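 active = inhibition of the luminescence signal of 40% or more relative to plate controls, in a single-dose primary screen at 18.75 µM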
NR2E3 ag-1: agonists of human nuclear receptor NR2E3 | Q9Y5X4 | GST-NR2E3/biotin-RetCOR TR-FRET, 1536-well | inhibition of corepressor binding, % at 4.78 µM | 0.12% of 320,000 active | AID 2300;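 active = percent inhibition above the cutoff of mean plus 3 SD of all tested compounds, set per screening campaign, cut at about 20% in these data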;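 note: 0% = DMSO wells and 100% = biotin wells as full block of FRET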
Target sequence (Q9Y5X4 whole entry, looked up): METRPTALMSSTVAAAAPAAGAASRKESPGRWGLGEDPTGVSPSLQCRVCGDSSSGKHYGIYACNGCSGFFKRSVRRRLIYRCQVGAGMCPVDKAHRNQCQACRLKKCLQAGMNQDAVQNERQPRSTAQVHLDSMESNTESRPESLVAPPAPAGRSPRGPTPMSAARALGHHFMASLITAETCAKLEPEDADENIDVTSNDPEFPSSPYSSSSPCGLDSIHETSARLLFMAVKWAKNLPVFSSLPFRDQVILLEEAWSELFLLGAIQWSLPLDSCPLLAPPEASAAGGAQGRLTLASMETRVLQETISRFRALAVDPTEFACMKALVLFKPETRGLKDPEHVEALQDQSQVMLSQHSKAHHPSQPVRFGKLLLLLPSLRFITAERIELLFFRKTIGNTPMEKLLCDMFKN
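Format: 1536-well format; test system: GST-NR2E3 and biotin-RetCOR proteins; read-out basis: percent inhibition of TR-FRET ratio; timing: 5 h incubation at 4 °C; detection: time-resolved FRET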
aDG glyco act: increases alpha dystroglycan glycosylation; AID 624168; Pro5-aDG cells, alpha-DG glycosylation AlphaScreen (IIH6); 0% Pro5, 100% B10-LARGE cell signal; 0.22% of 360,000 active; activation, % at 10 µM;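 active = activation of at least 8% versus controls, or a plate z-score of at least 8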;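 note: Pro5 are CHO cells carrying HIG-tagged alpha-DG that lacks glycosylation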
Vif imaging: inhibitors of HIV Vif; HEK293T cells, Vif self-association by quenched fluorescence, imaging, 24 h; inhibition, % at 7.49 µM; 0.35% of 340,000 active; AID 602346; in the data active = inhibition above about 50%, passing the limit was not always enough; note: some results filed as inactive read as strong as hits
Peg3 prom inh: Peg3 promoter activity inhibition | 1.7% of 360,000 active | HeLa PEG-Prom luciferase reporter, luminescence, overnight | inhibition, % at 20 µM | AID 588405;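 active = inhibition of at least 50% at 20 µM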
NR2E3 ag-2: human photoreceptor-specific nuclear receptor agonism; Q9Y5X4; CHO-S Gal4-NCOR/VP16-NR2E3 two-hybrid, luciferase; inhibition of corepressor binding, % at 3.98 µM; 0.35% of 360,000 active; AID 602229;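 active = inhibition above the mean of all tested compounds plus 3 SD, cut at about 70% in these data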;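 note: 0% = DMSO with NR2E3 transfected cells and 100% = cells lacking NR2E3 construct; higher means lower luciferase signal from less NR2E3 corepressor binding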
PDI turbidity: inhibitors of human protein disulfide isomerase | 0.052% of 350,000 active | P07237 | inhibition, % at 10 µM | AID 588391 | PDI insulin aggregation turbidity, A650, 90 min;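 active = mean inhibition across replicates of 30% or more, whatever share of single replicates reach that level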;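 note: absorbance from insulin aggregation driven by PDI reduction with DTT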
Target sequence (P07237 whole entry, looked up): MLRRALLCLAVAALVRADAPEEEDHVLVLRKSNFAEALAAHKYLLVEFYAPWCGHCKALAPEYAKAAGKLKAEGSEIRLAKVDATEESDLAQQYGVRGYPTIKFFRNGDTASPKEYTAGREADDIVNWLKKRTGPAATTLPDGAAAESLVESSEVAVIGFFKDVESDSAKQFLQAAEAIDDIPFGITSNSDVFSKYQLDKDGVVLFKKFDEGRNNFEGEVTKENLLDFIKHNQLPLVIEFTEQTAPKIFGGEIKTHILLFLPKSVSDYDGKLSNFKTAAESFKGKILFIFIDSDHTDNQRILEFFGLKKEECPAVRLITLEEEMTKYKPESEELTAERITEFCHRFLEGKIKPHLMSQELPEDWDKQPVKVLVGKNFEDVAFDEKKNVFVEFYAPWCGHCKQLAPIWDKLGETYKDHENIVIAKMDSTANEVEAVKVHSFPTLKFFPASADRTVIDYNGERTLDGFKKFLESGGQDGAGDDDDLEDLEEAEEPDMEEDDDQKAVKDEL
Granule exo inh: blocks lytic granule exocytosis; TALL-104 LAMP-1 surface exposure, flow cytometry; cells stimulated with thapsigargin and PMA; inhibition, % at 10 µM; 0.66% of 360,000 active; AID 651702;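 active = inhibition above about 55%, limit read from the data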
iPSC survival up: hiPSC single-cell survival enhancement. AID 602274. ATPlite luminescence; 100% = ROCK inhibitor wells, 0% = DMSO. 0.044% of 360,000 active. survival enhancement, % at 20 µM; in the data active = survival enhancement above about 18%;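 note: cells exposed to compounds for 16 hours before the ATP read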
MITF TRPM1 inh: inhibitors of MITF-driven TRPM1 promoter in melanoma cells; SK-MEL-5 TRPM1 promoter luciferase, 24 h; AID 488899; 0.83% of 330,000 active; inhibition, % at 12.5 µM;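 active = mean inhibition across replicates of 60% or more, whatever share of single replicates reaches that level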; note: values of inactives mirror those of a sister screen read the other way
CaV13 ICDI inh: Disruptors of the CACNA1D IQ motif to Ca2+-dependent inactivation inhibitor domain association, primary screening, Förster resonance energy transfer in intact living …; inhibition, % at 12.3 µM; HEK cells, CFP/YFP FRET ICDI-IQ, plate reader, 10 min; percent FRET-ratio fall versus neutral wells; 0.098% of 340,000 active;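 active = mean replicate inhibition of at least 30% and at least 1% of replicates passing that level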;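 note: 0% = median of the neutral control wells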
The depositor's hits bear a star; nt = not tested or not shown.

SMILES	HIF-2a block	NR2E3 ag-1	aDG glyco act	Vif imaging	Peg3 prom inh	NR2E3 ag-2	PDI turbidity	Granule exo inh	iPSC survival up	MITF TRPM1 inh	CaV13 ICDI inh
CC(C)(SC(=S)N1CCCCCC1)C(=O)O	5	0	-0.1	-1	0	3	0	10	-1.4	0	-4
Cc1ccc(F)c(S(=O)(=O)NC(=O)C2(C)CCN2C(=O)c2ccc(C(F)(F)F)nc2C)c1 (stereo unspecified)	16	nt	0.1	-1	-8	18	0	-4	0.9	nt	-6
c1cc2cc(CNc3nc(NCC4CC4)nc4ccsc34)ccc2o1	13	nt	0.2	-26	15	16	-8	17	-2.1	nt	-10
O=C1OC(c2ccc(Cl)cc2)=N/C1=C\c1cccnc1	7	3	0.0	8	1	-5	13	-2	2.1	5	-5
CCOc1cc(NC(=S)NCCCN2CCOCC2)c(OCC)cc1NC(=O)c1ccc(C)cc1	12	-1	-0.2	15	20	0	12	0	1.5	-5	-6
CC(Oc1ccccc1)C(=O)N=C1SC2CS(=O)(=O)CC2N1c1ccc(F)cc1 (stereo unspecified)	15	0	0.0	8	12	-9	-4	-14	0.3	0	-15
N#Cc1cnn(-c2ccccc2)c1NC(=O)CN1CCOCC1	14	0	-0.2	2	20	11	8	3	-0.5	nt	-5
CC1Cc2ccccc2N1CC(=O)N(C)c1c(N)n(Cc2ccccc2)c(=O)[nH]c1=O (stereo unspecified)	0	5	0.3	-16	15	17	0	-4	0.1	9	-5
COc1ccccc1NC(=O)CSc1nnc(C)n1CC1CCCO1 (stereo unspecified)	0	-5	0.3	27	3	31	7	44	-3.0	11	nt
Cc1ccc(OCCOC(=O)c2nc3nccc(C)n3n2)cc1	2	3	0.0	-2	0	-19	-1	6	2.7	-6	-5

The last 2 compounds of the section above lead into the next.
SMILES	HIF-2a block	NR2E3 ag-1	aDG glyco act	Vif imaging	Peg3 prom inh	NR2E3 ag-2	PDI turbidity	Granule exo inh	iPSC survival up	MITF TRPM1 inh	CaV13 ICDI inh
COc1ccccc1NC(=O)CSc1nnc(C)n1CC1CCCO1 (stereo unspecified)	0	-5	0.3	27	3	31	7	44	-3.0	11	nt
Cc1ccc(OCCOC(=O)c2nc3nccc(C)n3n2)cc1	2	3	0.0	-2	0	-19	-1	6	2.7	-6	-5
CN(Cc1nccs1)C(=O)C1CCC(=O)N(CCCc2ccccc2)C1 (stereo unspecified)	0	nt	-0.2	0	-12	-22	-17	1	0.7	4	-7
COc1cccc(CNC(=O)Nc2cccs2)c1	-149	1	-0.2	-5	-101	-29	9	-6	-1.3	-26	nt
Cc1cccc(C(=O)NCCN2CCN(c3ccccc3)CC2)c1	13	0	0.2	-1	19	-1	-2	0	2.7	-1	nt
COC(C(=O)Nc1c(F)cccc1F)c1ccccc1 (stereo unspecified)	6	-2	0.5	0	-3	22	-5	-2	-1.2	-7	-5
Cc1ccccc1N1CCN(C2CCCN(C(=O)c3csc(C(C)C)n3)C2)CC1 (stereo unspecified)	2	0	0.3	-4	15	6	1	7	0.4	18	-7
O=C(Oc1ccccc1)n1c(=S)oc2ccccc21	11	-1	0.7	8	-9	-17	-5	-3	-1.2	-7	0
O=C(CSc1nc2ccccc2o1)NCc1ccco1	8	2	0.0	nt	3	4	15	1	-1.7	2	-5
CNC(=O)C1CCN(S(=O)(=O)c2c(C)noc2/C=C/N(C)C)CC1	0	-1	-0.3	0	6	19	-9	-10	-0.6	0	-4
Cc1c(CCC(=O)NCCCn2ccnc2)c(=O)oc2c(C)c3oc4c(c3cc12)CCCC4	47*	-1	-0.4	-11	-40	11	nt	42	3.4	7	nt
COc1ccc(NS(=O)(=O)c2cccc(C(=O)OCC(=O)NC3CC3)c2)cc1	11	nt	0.0	4	-8	-14	1	7	0.9	1	-6
CC(=O)OC[C@@H]1CN(Cc2ccccc2)C[C@H](n2cnc3c(NCC(C)C)ncnc32)O1	11	nt	-0.1	8	8	-24	-1	-1	-3.6	nt	-12
CC(=NNS(=O)(=O)c1cccc([N+](=O)[O-])c1)c1ccc(-n2ccnc2)cc1	10	nt	0.1	21	16	5	-1	0	-0.3	nt	-3
COc1cccc2cc(C(=O)N(Cc3cccs3)CC3CCCO3)c(=O)oc12 (stereo unspecified)	19	2	1.0	3	0	13	-1	-2	-0.2	-6	1
O=C(O)CSCC(=O)N1CCN(S(=O)(=O)c2cc(Cl)cc(Cl)c2)CC1	14	3	0.0	3	-9	-2	-3	-2	0.4	-14	-13
COc1ccc(OC)c(NC(=O)CCS(=O)(=O)c2cc3c(cc2C)NC(=O)CO3)c1	5	0	0.2	-4	0	-21	0	10	-0.3	4	-5
CCc1cccc(NC(=O)C2CCN(S(=O)(=O)c3c(C)noc3C)CC2)c1	22	0	-0.1	-3	25	-4	5	-1	3.7	4	-18
CCOC(=O)C1(C)CCCCCN1C(=O)c1ccc(N(C)C)cc1 (stereo unspecified)	0	nt	-0.1	-3	1	-8	9	-5	-1.3	nt	-6
COc1ccc(Cn2c(=O)[nH]c3cc(C(=O)N4CCN(c5ccccc5OC)CC4)ccc3c2=O)cc1	5	-2	0.5	-28	16	-1	-5	30	-0.5	18	nt
Cc1ccc(Cl)cc1N(Cc1ccc(C(=O)NCc2cccnc2)cc1)S(=O)(=O)c1ccccc1	8	-4	-0.2	-4	9	3	18	0	-1.5	12	-9
CCOC(=O)c1cc(-c2ccccc2)n(CC(=O)Nc2ccc(OCC)cc2)c1C	17	-6	-0.3	5	22	-25	24	2	-0.1	15	-5

Limited to PDI turbidity (7 entries from above):
molecule	PDI turbidity
CC(=O)OC[C@@H]1CN(Cc2ccccc2)C[C@H](n2cnc3c(NCC(C)C)ncnc32)O1	-1
CC(=NNS(=O)(=O)c1cccc([N+](=O)[O-])c1)c1ccc(-n2ccnc2)cc1	-1
COc1cccc2cc(C(=O)N(Cc3cccs3)CC3CCCO3)c(=O)oc12 (stereo unspecified)	-1
O=C(O)CSCC(=O)N1CCN(S(=O)(=O)c2cc(Cl)cc(Cl)c2)CC1	-3
COc1ccc(OC)c(NC(=O)CCS(=O)(=O)c2cc3c(cc2C)NC(=O)CO3)c1	0
CCc1cccc(NC(=O)C2CCN(S(=O)(=O)c3c(C)noc3C)CC2)c1	5
CCOC(=O)C1(C)CCCCCN1C(=O)c1ccc(N(C)C)cc1 (stereo unspecified)	9

Remaining list, next part
SMILES	HIF-2a block	NR2E3 ag-1	aDG glyco act	Vif imaging	Peg3 prom inh	NR2E3 ag-2	PDI turbidity	Granule exo inh	iPSC survival up	MITF TRPM1 inh	CaV13 ICDI inh
Cc1cccc(C(=O)Nc2cccc(Br)c2)c1[N+](=O)[O-]	-42	4	0.2	-1	-13	-12	10	20	3.3	5	-2
CC(CCCN1CCCC1)Nc1ccnc2cc(Cl)ccc12 (stereo unspecified)	7	nt	0.5	11	42	-24	11	-7	-2.0	20	-5
COc1cccc(CN(C)C(=O)COc2cccc3c2OC(C)(C)C3)c1OC	9	nt	-0.1	-13	6	13	-1	-7	-0.2	-2	-3
Cc1ccc(Cn2nnc3c(=O)n(Cc4cc(C)ccc4C)cnc32)cc1	1	-3	0.5	8	19	-13	-2	-2	-0.2	-3	-7
Cc1nnc(NC(=O)c2ccc(S(=O)(=O)C(F)F)cc2)s1	-164	0	-0.1	-2	-155	-51	10	-1	-0.8	-59	4
O=S(=O)(c1cc(O)ccc1O)c1cccc2c(S(=O)(=O)c3cc(O)ccc3O)cccc12	5	5	0.0	-3	4	-17	6	0	-1.1	8	-5
COc1cccc(/C=C/C(=O)OCC(=O)Nc2ccc3[nH]c(=O)[nH]c3c2)c1OC	7	-3	-0.3	2	6	22	-5	2	-0.2	-6	-6
Cc1ccc(S(=O)(=O)CCC(=O)N(CCN2CCOCC2)c2nc3ccccc3s2)cc1	-102	-5	1.2	3	-165	-71	0	-2	-0.4	-57	-6
Cc1cc(C(=O)N2CCN(S(=O)(=O)c3ccccc3)CC2)c(C)o1	11	0	0.1	-4	-1	-11	-1	0	0.2	-11	-9
CC(C)CN1C(=O)c2ccc(C(=O)NCc3ccc4c(c3)OCO4)cc2C1=O	18	0	-0.1	7	7	-14	-1	-4	-0.4	-1	-3

Laid out differently: results already given.
molecule | HIF-2a block | NR2E3 ag-1 | aDG glyco act | Vif imaging | Peg3 prom inh | NR2E3 ag-2 | PDI turbidity | Granule exo inh | iPSC survival up | MITF TRPM1 inh | CaV13 ICDI inh
Cc1cccc(C(=O)Nc2cccc(Br)c2)c1[N+](=O)[O-] | -42 | 4 | 0.2 | -1 | -13 | -12 | 10 | 20 | 3.3 | 5 | -2
COc1cccc(/C=C/C(=O)OCC(=O)Nc2ccc3[nH]c(=O)[nH]c3c2)c1OC | 7 | -3 | -0.3 | 2 | 6 | 22 | -5 | 2 | -0.2 | -6 | -6
CC(C)CN1C(=O)c2ccc(C(=O)NCc3ccc4c(c3)OCO4)cc2C1=O | 18 | 0 | -0.1 | 7 | 7 | -14 | -1 | -4 | -0.4 | -1 | -3
Cc1nnc(NC(=O)c2ccc(S(=O)(=O)C(F)F)cc2)s1 | -164 | 0 | -0.1 | -2 | -155 | -51 | 10 | -1 | -0.8 | -59 | 4

Continued.
SMILES	HIF-2a block	NR2E3 ag-1	aDG glyco act	Vif imaging	Peg3 prom inh	NR2E3 ag-2	PDI turbidity	Granule exo inh	iPSC survival up	MITF TRPM1 inh	CaV13 ICDI inh
Cc1ccnc(Nc2ccc(CCO)cc2)n1	-140	nt	0.3	5	-163	-93	nt	-1	-2.2	nt	-11
O=C(O)CCc1nc2cccnc2n1Cc1ccccc1	5	1	-0.2	nt	4	-23	-1	2	1.3	-20	-5
CC1(c2ccccc2)NC(=O)N(CC(=O)Nc2ccc(S(=O)(=O)Nc3ncccn3)cc2)C1=O (stereo unspecified)	21	-1	0.0	-2	3	-9	-19	-4	-0.4	9	-7
CCCNC(=O)CSC1=N/C(=C/c2ccc(F)cc2)C(=O)N1CC	6	0	0.1	7	9	4	-16	4	-0.8	0	-5
O=C(CN1C(=O)NC2(CCCC2)C1=O)Nc1ccccc1N1CCCC1	14	-3	-0.4	-7	11	-48	16	5	0.4	5	-6
CC1CCN(C(=O)CSc2nnc(Cc3ccccc3)o2)CC1	-14	-1	-0.2	-5	-5	-3	nt	-2	-1.5	-2	-4
CN(C)CCNC(=O)C(c1ccccc1)c1ccccc1	9	0	-0.1	-2	9	5	-4	0	-0.1	9	12
CCOC(=O)Cn1nnc(-c2ccc([N+](=O)[O-])cc2)n1	16	3	0.3	-4	18	-16	0	1	0.6	-1	-2
Cc1cc(Cl)c2oc(C(=O)N(CCO)Cc3ccccc3)c(C)c2c1	-83	-1	0.3	-10	-47	-54	12	-5	2.8	-26	-20
O=C(NCCN1CCNC1=O)C1CCC(=O)N(Cc2cccc(C(F)(F)F)c2)C1 (stereo unspecified)	5	3	-0.1	0	-3	19	9	-3	0.3	5	-5
N#Cc1c(-c2ccc(F)cc2)cc(-c2ccccc2)nc1SCC(=O)NCC(=O)O	2	2	-0.1	-3	-1	-27	-3	0	0.6	3	-5
COc1ccc2cc1Oc1ccc(cc1)C[C@H]1c3cc(c(OC)cc3CCN1C)Oc1c(OC)c(OC)cc3c1[C@H](C2)N(C)CC3	11	1	-0.6	2	93*	17	8	17	-3.1	95*	-5
O=C(c1cccc(C(F)(F)F)c1)N1CCC2(CC1)NCCc1[nH]cnc12	4	2	0.1	21	15	-18	-2	2	-0.5	4	-2

Outcome played no part in choosing rows. Share with any hit: about 3.5%.
